Bim-Bcl-W: inhibitors of Bim-Bcl-W interaction, human; inhibition, % at 10 µM; hit rate 0.02% among 190,000; AID 952; bead-based flow cytometry, Bim peptide-Bcl-W binding;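 note: 0% = bound tracer without compound and 100% = peptide blocker; higher means less fluorescent Bim peptide bound to Bcl-W beads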
Target sequence (Q92843 whole entry, looked up): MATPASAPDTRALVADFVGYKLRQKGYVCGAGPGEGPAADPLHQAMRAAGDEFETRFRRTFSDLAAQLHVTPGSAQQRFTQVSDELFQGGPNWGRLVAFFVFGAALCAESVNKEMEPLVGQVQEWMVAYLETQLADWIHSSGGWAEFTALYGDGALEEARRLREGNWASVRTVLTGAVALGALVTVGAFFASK
Bfl-1 Bim block: human Bim-Bfl-1 interaction inhibition; Q16548; Bead-based flow cytometry, Bim-Bfl-1 binding inhibition; inhibition, % at 10 µM; hit rate 0.12% among 190,000; AID 1008;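 note: 0% = wells without compound plus tracer and 100% = blocker peptide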
ABCG2 block: human ABCG2 inhibition, ABCB1 as counter-screen; inhibition, % at 6.6 µM; IgMXP3 cells, JC-1 efflux, flow cytometry; Q9UNQ0; AID 1325; hit rate 0.1% among 190,000;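 active = inhibition above 80%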;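 note: 0% = DMSO and 100% = nicardipine control wells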
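material = IgMXP3 (ABCG2) plus far-red-tagged CCRF-Adr (ABCB1) cells | amount = 3 million cells/mL, equal mix of both lines | also added = JC-1 transporter substrate | dosing = one concentration, 6.6 µM final | schedule = 10 min at 25 °C | measured by = flow cytometric JC-1 green MFI at 530 nm | read-out basis = percent efflux inhibition, scaled nicardipine 100% to DMSO 0%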
Bcl-2 Bim block: human Bim-Bcl-2 interaction inhibition | P10415 | Bead-based flow cytometry, Bim peptide-Bcl-2 binding | inhibition, % at 10 µM | hit rate 0.06% among 190,000 | AID 950; in the data active = inhibition above about 40%;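 note: 0% = no compound wells with probe peptide and 100% = reference peptide inhibitor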
Target sequence (P10415 whole entry, looked up): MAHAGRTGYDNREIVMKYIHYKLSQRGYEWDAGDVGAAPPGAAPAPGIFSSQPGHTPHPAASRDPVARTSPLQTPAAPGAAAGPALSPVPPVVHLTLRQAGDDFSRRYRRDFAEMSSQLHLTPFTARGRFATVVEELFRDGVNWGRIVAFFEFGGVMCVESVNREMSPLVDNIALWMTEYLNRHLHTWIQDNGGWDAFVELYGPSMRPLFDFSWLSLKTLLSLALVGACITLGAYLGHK
RGS8-Gao: regulators of human RGS8-Galphao interaction. P09471. multiplexed bead flow cytometry, RGS8-Galphao binding; actives lie on both sides. response (percent of control binding), % at 10 µM. hit rate 0.34% among 220,000; in the data active = response below about 60% or above about 140%; inactive = in between;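 note: Galphao activated as the GDP aluminium fluoride complex binding bead-coupled RGS8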
Target sequence (P09471 whole entry, looked up): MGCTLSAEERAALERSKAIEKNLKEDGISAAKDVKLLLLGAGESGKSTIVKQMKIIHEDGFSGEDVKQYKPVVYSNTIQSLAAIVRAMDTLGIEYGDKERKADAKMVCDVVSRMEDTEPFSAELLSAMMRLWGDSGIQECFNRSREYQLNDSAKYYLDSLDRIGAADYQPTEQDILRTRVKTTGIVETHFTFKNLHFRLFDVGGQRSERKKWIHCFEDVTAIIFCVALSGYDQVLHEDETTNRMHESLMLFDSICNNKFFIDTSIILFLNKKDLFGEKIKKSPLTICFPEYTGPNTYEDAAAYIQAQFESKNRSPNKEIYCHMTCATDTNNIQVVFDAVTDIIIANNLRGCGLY
Mcl-1 Bim block: inhibitors of Bim-Mcl-1 interaction, human; inhibition, % at 10 µM; AID 1009; Q07820; hit rate 0.1% among 190,000; Bead-based flow cytometry, Bim peptide-Mcl-1 binding;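 note: 0% = no compound tracer wells and 100% = peptide blocker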
RGS4-Gao reg: human RGS4-Galphao interaction regulation; binding response (% of control), % at 10 µM; hit rate 0.33% among 220,000; Multiplexed bead flow cytometry, RGS4-Galphao binding; actives lie on both sides; AID 1415; in the data active = binding response below about 49% or above about 150%; inactive = in between;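 note: fluorescent Galphao activated with aluminum fluoride binding bead-coupled RGS4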
RGS7-Gao reg: regulators of human RGS7-Galphao interaction; binding response (% of control), % at 10 µM; Multiplexed bead flow cytometry, RGS7-Galphao binding; actives lie on both sides; P09471; hit rate 0.35% among 220,000; AID 1439; in the data active = binding response below about 49% or above about 150%;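 note: fluorescent Galphao held in activated GDP-AlF4 state binding bead-coupled RGS7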
Bim-Bcl-XL: disrupts Bim peptide binding to human Bcl-XL. Q07817. bead flow cytometry, fluorescence. inhibition, % at 10 µM. hit rate 0.04% among 190,000
Target sequence (Q07817 whole entry, looked up): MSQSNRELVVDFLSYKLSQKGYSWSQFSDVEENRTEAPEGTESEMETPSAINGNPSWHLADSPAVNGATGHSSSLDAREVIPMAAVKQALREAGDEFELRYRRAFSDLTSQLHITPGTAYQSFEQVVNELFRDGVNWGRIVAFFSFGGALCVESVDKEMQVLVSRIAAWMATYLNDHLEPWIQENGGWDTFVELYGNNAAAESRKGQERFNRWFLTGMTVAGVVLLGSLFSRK
Bcl-B Bim block: human Bim-Bcl-B interaction inhibition; Q9HD36; AID 951; bead-based flow cytometry, Bim peptide-Bcl-B binding; inhibition, % at 10 µM; hit rate 0.073% among 190,000;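 note: 0% = tracer peptide without compound and 100% = reference inhibitor peptide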
ABCB1 block: inhibitors of human ABCB1 transporter, ABCG2 counter-screen; P08183; CCRF-Adr cells, JC-1 efflux, flow cytometry; inhibition, % at 6.6 µM; hit rate 0.067% among 190,000; in the data active = inhibition above about 40%;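 note: 0% = vehicle and 100% = reference inhibitor; higher value means more JC-1 retained so stronger ABCB1 efflux block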
* marks the source's active call; other numbers are inactive results; nt = no result given. Cut-off read from the data, not from the text of the source, unless noted: active = inhibition above about 40%.

SMILES	Bim-Bcl-W	Bfl-1 Bim block	ABCG2 block	Bcl-2 Bim block	RGS8-Gao	Mcl-1 Bim block	RGS4-Gao reg	RGS7-Gao reg	Bim-Bcl-XL	Bcl-B Bim block	ABCB1 block
CC(=O)Oc1ccc2c(C)cc(=O)oc2c1C(=O)c1ccccc1	-4.0	-13.0	8.2	-7.0	100.2	-8.0	97.9	98.9	-10.0	-7.0	0.6
Cc1ccc(OCC(=O)n2nc(C)cc2C)c(Br)c1	-4.0	0.0	8.3	-3.0	101.0	-5.0	101.0	103.4	-5.0	-2.0	0.3
CN(Cc1ccon1)C(=O)CCc1nnc(Cc2ccc(-c3ccccc3)cc2)o1	-3.0	-4.0	1.8	-2.0	98.3	-1.0	99.2	97.2	-2.0	-3.0	0.4
CCOC(=O)Nc1ccc2c(c1)nc(CN1CCOCC1)n2C	-2.0	-1.0	0.3	0.0	98.1	-1.0	95.3	98.4	-1.0	-3.0	0.1
COc1ccc(-c2[nH]c(-c3ccc(C(=O)O)cc3)nc2-c2ccccc2)cc1	-1.0	-2.0	-0.3	0.0	98.5	0.0	101.3	101.7	1.0	0.0	-0.3
c1cncc(-c2nn3c(Cn4cnc5ccccc54)nnc3s2)c1	-7.0	14.0	-0.4	-13.0	79.1	-13.0	91.1	121.4	-12.0	-37.0	-0.3
CC(=O)Oc1ccc2nc(CN3C(=O)c4ccc([N+](=O)[O-])cc4C3=O)oc(=O)c2c1	0.0	-2.0	0.1	1.0	99.5	3.0	96.2	102.3	-3.0	1.0	0.3
Cc1noc(/C=C/c2ccc(-c3ccccc3Cl)o2)c1[N+](=O)[O-]	-6.0	8.0	15.2	-7.0	99.0	-10.0	111.0	114.9	-8.0	-23.0	8.5
Cn1c(=O)c2c(c3ccccc31)OC(C)(C)CC2	0.0	-2.0	-1.4	-1.0	99.3	-2.0	99.2	97.5	-4.0	-1.0	0.0
Cc1ccc(S(=O)(=O)N(C)c2ccc(OCC(=O)Nc3nc4ccccc4s3)cc2)cc1	-2.0	-10.0	3.7	-5.0	97.5	-4.0	100.7	98.6	-5.0	-4.0	0.6
CC(Oc1ccc(C(=O)NC2CCCCC2)cc1)C(=O)O (stereo unspecified)	1.0	1.0	2.0	0.0	99.3	0.0	105.4	103.1	-1.0	1.0	0.3
COC(=O)c1[nH]c2ccc(C)cc2c1NS(=O)(=O)c1ccc(F)c(C)c1	-8.0	2.0	2.7	0.0	103.3	-4.0	100.2	99.1	-11.0	-4.0	0.3
CCC(NC(=O)c1ccccc1NC(=O)c1ccco1)C(=O)O (stereo unspecified)	-2.0	-10.0	7.3	-9.0	99.9	-3.0	95.8	96.3	-11.0	-13.0	1.3
CCN(CC)C(=O)N1CCN(S(=O)(=O)c2ccc(C)c(C)c2)CC1	-1.0	-2.0	1.2	0.0	98.6	-1.0	99.2	99.7	-1.0	0.0	0.7
C=C(C)COc1ccc(-c2n[nH]c(C)c2-c2ccc(Br)cc2)c(O)c1	3.0	-7.0	0.7	-4.0	101.9	1.0	102.5	98.6	-1.0	-1.0	0.0
CC(=O)c1cccc(NC(=O)CN(Cc2ccccc2)S(C)(=O)=O)c1	-1.0	0.0	4.7	0.0	101.6	0.0	102.7	99.1	0.0	0.0	0.1
O=c1c2cnn(-c3ccccc3)c2ncn1Cc1cccnc1	-2.0	-1.0	2.0	1.0	100.2	-1.0	99.2	101.6	-2.0	0.0	0.6
CC(C)[C@H](NC(=O)c1cccc(S(=O)(=O)N2CCCC2)c1)c1nc2ccccc2[nH]1	0.0	-11.0	0.5	-10.0	105.6	-4.0	96.1	102.1	-8.0	-11.0	0.3
Cc1ccc(N(C(=O)c2ccc(CN3CCOCC3)o2)C(C(=O)NCCC(C)C)c2cccs2)c(C)c1 (stereo unspecified)	-3.0	-7.0	2.8	-7.0	94.9	-7.0	88.8	90.0	-6.0	-6.0	nt
O=C(c1cn[nH]c1)c1cc(F)ccc1O	0.0	-12.0	19.2	-6.0	97.8	1.0	98.9	98.7	-4.0	-3.0	2.0

Fetched by compound from above:
SMILES	Bim-Bcl-W	Bfl-1 Bim block	ABCG2 block	Bcl-2 Bim block	RGS8-Gao	Mcl-1 Bim block	RGS4-Gao reg	RGS7-Gao reg	Bim-Bcl-XL	Bcl-B Bim block	ABCB1 block
CC(=O)Oc1ccc2c(C)cc(=O)oc2c1C(=O)c1ccccc1	-4.0	-13.0	8.2	-7.0	100.2	-8.0	97.9	98.9	-10.0	-7.0	0.6
CC(C)[C@H](NC(=O)c1cccc(S(=O)(=O)N2CCCC2)c1)c1nc2ccccc2[nH]1	0.0	-11.0	0.5	-10.0	105.6	-4.0	96.1	102.1	-8.0	-11.0	0.3

Further structures
SMILES	Bim-Bcl-W	Bfl-1 Bim block	ABCG2 block	Bcl-2 Bim block	RGS8-Gao	Mcl-1 Bim block	RGS4-Gao reg	RGS7-Gao reg	Bim-Bcl-XL	Bcl-B Bim block	ABCB1 block
CCN(CC)S(=O)(=O)c1ccc(-n2c(=O)c(C(C)C)c(C)n2C)cc1	2.0	-2.0	1.6	3.0	100.6	1.0	98.4	96.7	0.0	-3.0	0.6
COc1ccc(Cl)cc1C(=O)Nn1c(-c2cccs2)nc2ccccc2c1=O	0.0	0.0	-3.1	3.0	103.5	1.0	106.1	103.4	1.0	1.0	-0.3
COC(=O)c1c(NC(=O)CSc2nc(-c3ccco3)cc(C(F)(F)F)n2)sc2c1CCCC2	3.0	3.0	0.6	0.0	107.0	-2.0	101.4	102.4	0.0	4.0	0.0
COc1ccc2nc(NC(=O)CSC3=NCCS3)sc2c1	-3.0	0.0	0.6	-3.0	103.8	-3.0	107.3	106.1	-3.0	-5.0	0.0
O=C(Nc1ncc(Cc2cccc([N+](=O)[O-])c2)s1)c1ccco1	-1.0	-4.0	7.9	-6.0	99.6	0.0	101.7	100.2	-1.0	-1.0	0.9
CN1CCN(Cc2oc(CO)cc(=O)c2O)CC1	2.0	-11.0	2.6	-2.0	98.9	-2.0	99.0	98.5	1.0	-4.0	0.1
O=C1CSC(=Nc2cc(Cl)ccc2Cl)N1	3.0	0.0	-15.9	2.0	73.4	-2.0	89.0	84.9	3.0	-1.0	-0.1
CC(C)(C)NC(=O)NC(=O)COC(=O)CCCc1c[nH]c2ccccc12	-3.0	-6.0	6.7	-10.0	100.2	-2.0	100.2	109.0	-7.0	-8.0	1.2
O=[N+]([O-])c1cc(C(F)(F)F)ccc1NCCNC(=S)Nc1ccc(Cl)cc1	0.0	3.0	2.6	-2.0	100.5	-2.0	100.2	99.0	-2.0	-1.0	0.1
Cc1cccc(C)c1NC(=O)CC(NCc1ccco1)C(=O)O (stereo unspecified)	1.0	-9.0	2.1	-6.0	99.4	1.0	102.3	99.3	-4.0	-3.0	1.5
Cc1ccc(-n2c(-c3ccccc3)cc(=O)nc2C)cc1	0.0	0.0	1.1	-3.0	102.9	-1.0	107.2	109.6	-4.0	0.0	0.4
Cn1c(=O)c2[nH]c(NCC3CCCO3)nc2n(-c2ccccc2)c1=O (stereo unspecified)	4.0	3.0	-0.3	2.0	85.2	-1.0	92.3	92.8	4.0	5.0	0.0
CC(=O)OCC(=O)[C@@]1(O)[C@H](C)C[C@H]2[C@@H]3CCC4=CC(=O)C=C[C@]4(C)[C@@]3(F)[C@@H](O)C[C@@]21C	-6.0	0.0	-2.7	-7.0	nt	-5.0	nt	nt	-6.0	-8.0	-1.1
O=C(O)CCSc1nnc(COc2ccc([N+](=O)[O-])cc2)n1-c1ccccc1	-1.0	-1.0	1.4	-1.0	102.1	0.0	102.3	100.5	0.0	-3.0	0.5
COc1ccc(CCNC(=O)CSc2ccc3ccccc3c2)cc1OC	-1.0	9.0	7.9	5.0	95.7	-1.0	95.2	95.5	0.0	-2.0	0.6
CCCS(=O)(=O)NCCc1cc2c(C)ccc(C)c2[nH]c1=O	4.0	0.0	0.2	5.0	106.5	2.0	106.3	107.3	1.0	0.0	-0.1
N#Cc1c(N)c(C#N)c(-c2ccc(O)cc2)c2c1CCCC2	-2.0	-3.0	7.8	-3.0	101.5	-3.0	99.2	101.6	-3.0	-5.0	0.8
O=C(Nc1ccccc1)C1CC(=O)n2ncnc2N1 (stereo unspecified)	2.0	0.0	1.4	2.0	101.2	1.0	102.6	101.4	-2.0	1.0	0.4
C/C(NC1CCCC1)=C(/C#N)C(N)=O	0.0	-12.0	2.2	-1.0	99.5	3.0	95.1	101.0	0.0	-7.0	0.3
CCc1ccc2[nH]c(=O)c(C(c3nnnn3Cc3ccc(OC)cc3)N3CCOCC3)cc2c1 (stereo unspecified)	0.0	-2.0	0.1	-2.0	99.5	1.0	101.2	102.4	-10.0	-3.0	0.1
CN1CCN(c2ncnc3c2[nH]c2ccc(F)cc23)CC1	-2.0	-3.0	4.9	-3.0	101.5	-5.0	105.5	103.0	-2.0	-1.0	0.6
O=C(CN1CCC(n2nnc3cc(F)ccc32)CC1)NC1CCCCC1	-2.0	-3.0	-2.2	5.0	109.2	-1.0	113.4	105.9	-5.0	-2.0	0.3
O=c1nc(Nc2ccccc2)sc2ccc([N+](=O)[O-])cc12	-19.0	-13.0	13.4	-4.0	99.4	-11.0	95.0	92.5	-17.0	-24.0	0.3
CCOC(=O)c1nnn(-c2ccc(OC)cc2)c1N	-1.0	1.0	9.9	4.0	94.6	1.0	90.7	100.7	0.0	-1.0	0.8
Clc1cccc(Cl)c1COc1ccncc1	0.0	-19.0	17.4	-12.0	101.3	-3.0	101.3	106.8	-9.0	-11.0	1.2
COc1cc(Cl)c(C)cc1NC(=O)c1ccc2c(SCC(=O)O)c3c(nc2c1)CCCC3	-2.0	-3.0	-0.8	0.0	101.6	-3.0	96.8	93.6	-1.0	0.0	-2.8
Cc1cc(C)cc(NC(=S)NCCc2c[nH]c3ccccc23)c1	-2.0	-3.0	0.4	-3.0	104.7	-1.0	104.2	100.3	-9.0	-4.0	0.1
CCCCN(Cc1ccccc1)C(=O)C1CCN(Cc2sccc2C)CC1	-4.0	0.0	-0.1	0.0	94.4	-7.0	98.9	101.3	-2.0	-4.0	nt
CC(=O)c1ccc(OCCCC(=O)Nc2cccc(S(=O)(=O)N(C)C)c2)cc1	-5.0	-16.0	5.4	-8.0	100.4	-5.0	100.1	99.2	-9.0	-8.0	0.5
Cc1ccc(C)c(OCC(O)CN2CCC(CN3C(=O)c4cccc5cccc(c45)C3=O)CC2)c1 (stereo unspecified)	-4.0	-10.0	2.6	-6.0	103.1	-2.0	103.8	105.1	-2.0	-11.0	6.0
CN(C)S(=O)(=O)c1ccc(C(=O)N2CCC(c3nc4ccccc4o3)CC2)cc1	-2.0	-13.0	-0.8	-8.0	94.1	-5.0	90.4	89.0	-6.0	-8.0	0.4
CC(=O)N/C(=C\c1ccc(Br)s1)C(=O)O	-1.0	-6.0	0.1	-1.0	100.1	-1.0	99.7	100.3	-3.0	-5.0	0.2
O=C(C1CC1)N1CCc2cc(Br)cc(S(=O)(=O)NCc3ccco3)c21	2.0	-8.0	31.8	-4.0	97.0	1.0	98.7	99.1	0.0	-6.0	2.0

Looked up above:
Cc1ccc(N(C(=O)c2ccc(CN3CCOCC3)o2)C(C(=O)NCCC(C)C)c2cccs2)c(C)c1 (stereo unspecified) | Bfl-1 Bim block: -7.0
CC(=O)OCC(=O)[C@@]1(O)[C@H](C)C[C@H]2[C@@H]3CCC4=CC(=O)C=C[C@]4(C)[C@@]3(F)[C@@H](O)C[C@@]21C | Bim-Bcl-W: -6.0

High-throughput results as filed in PubChem BioAssay.
